# Screens from PubChem.
# PglD inh: C. jejuni PglD acetyltransferase inhibitors, primary screen, biochemical, DTNB colorimetric, single point; inhibition, % at 12.5 µM; AID 602405, 2012; UDP-N-acetylbacillosamine N-acetyltransferase PglD (Campylobacter jejuni); 0.098% of 360,000 active; purified PglD enzyme, DTNB colorimetric CoA detection; in the data active = inhibition above about 16%, passing the limit was not always enough; also: strong numbers were not always called active
# The depositor's hits bear a star. This is a subset (hit frequency here may not be typical).
PglD inh | smiles
2 | CC(=NCCCn1ccnc1)c1c(-c2ccccc2)[nH]n(-c2nc3ccccc3s2)c1=O
-3 | COc1n[nH]c(C(=O)Nc2cc(F)ccc2C)c1[N+](=O)[O-]
2 | CC(=O)c1cccc(NC(=O)N2CCCC2C(=O)Nc2cccc(C)c2)c1 (stereo unspecified)
-1 | COc1ccc2nc(N3CCCC(O)C3)c(C#N)cc2c1 (stereo unspecified)
2 | COc1ccc(C(=O)NNC(=O)c2ccncc2)cc1
-6 | O=C(COC(=O)CC12CC3CC(CC(Br)(C3)C1)C2)NC(=O)NCc1ccco1
-3 | Cc1ccc(NC(=O)NC(=O)N(C2CCCCC2)S(=O)(=O)c2ccccc2)cc1
5 | O=C(Oc1ccc(=O)n(-c2ccccc2)n1)c1cccc(Cl)c1
2 | COc1ccccc1NC(=S)NNC(=O)c1nn(C)c(C)c1Br
-6 | COCCn1c(SCC(=O)NCCc2ccccc2)nc2c([nH]c3ccccc32)c1=O
-2 | CN(C)c1nc(C(N)=O)nc(N2CCOCC2)n1
0 | Cc1nn(Cc2ccccc2)c2c1C(c1ccco1)C(C#N)=C(N)O2 (stereo unspecified)
-2 | CN(Cc1ccccc1)Cc1nc2c(c(=O)n(C)c(=O)n2C)n1Cc1ccccc1Cl
-1 | O=c1cc(CO)oc(C(Nc2ccccn2)c2ccc(F)cc2)c1O (stereo unspecified)
6 | Cc1ccc(C2c3sc(=O)[nH]c3SC3C4CC(C5C(=O)N(C(C)C(=O)O)C(=O)C45)C23)cc1 (stereo unspecified)
0 | CCCCCn1nc(C)c2c(C)cc(=O)[nH]c21
-6 | N#Cc1ncc(C(F)(F)F)cc1Sc1ccccc1N
6 | O=C(Nc1ccc2nc(-c3ccccn3)[nH]c2c1)C1CCCCC1
0 | COc1ccccc1NC(=O)Cn1nc(-c2ccc(Cl)cc2)c2ccccc2c1=O
4 | S=c1[nH]nc(CSc2nc3ccccc3s2)n1Cc1ccccc1

# The last three entries of the section before come first, to join the parts:
PglD inh | smiles
6 | O=C(Nc1ccc2nc(-c3ccccn3)[nH]c2c1)C1CCCCC1
0 | COc1ccccc1NC(=O)Cn1nc(-c2ccc(Cl)cc2)c2ccccc2c1=O
4 | S=c1[nH]nc(CSc2nc3ccccc3s2)n1Cc1ccccc1
1 | CC(C)OCCCN1CN(S(=O)(=O)c2ccccc2)c2nc3ccccc3nc21
4 | Cc1cccc(OCC(=O)N(C)CCc2ccccn2)c1
1 | COc1ccc(N2CCN(C(=O)CCc3nc(-c4ccc(C)cc4)no3)CC2)cc1
6 | CC1(C)CC(=O)C(CCC(=O)c2ccccc2)C(C)(C)N1 (stereo unspecified)
2 | COC(=O)C1CN(S(=O)(=O)c2ccc(C)cc2)CCN1S(=O)(=O)c1ccc(C)cc1 (stereo unspecified)
-2 | Cc1ccc(CN(C(=O)c2sc3ccccc3c2Cl)C2CCS(=O)(=O)C2)cc1 (stereo unspecified)
0 | COCc1cc(C)[nH]c(=O)c1C#N
0 | CCn1c(-c2ccc(C)cc2)n[nH]c1=S
6 | CCn1c(CSc2nnc(-c3ccoc3C)n2C)nc2cc(S(=O)(=O)N(C)C)ccc21
-4 | Cc1ccc(C)c(N2CCN(C(=O)CCCn3c(=S)[nH]c4cc5c(cc4c3=O)OCO5)CC2)c1
4 | O=C1N=C(N2CCC(Cc3ccccc3)CC2)S/C1=C/c1cn[nH]c1-c1ccccc1
3 | CCOC(=O)N1CCC(NC(=O)c2cc(S(=O)(=O)N3CCCC3)cn2C)CC1
-5 | O=C(Nc1cccc(Cl)c1)Nc1ccc(Cl)cn1
2 | Cc1cccnc1NC(=O)c1c(O)c2cccc3c2n(c1=O)CCC3
3 | CC(=O)Nc1sc(NC(=O)c2ccc(Cl)cc2)nc1-c1cccs1
7 | Clc1cccc2sc(N3CCOCC3)nc12
4 | CCOC(=O)N1CCN(Cc2cn3ccccc3n2)CC1
1 | COC(=O)Cn1c(=N)n(CCN2CCCCC2)c2ccccc21
-29 | Cc1ccc2[nH]c3c(NCCN4CCOCC4)ncnc3c2c1
0 | CCOC(=O)c1[nH]c2cc3c(cc2c1NC(=O)CN1CC(C)CC(C)C1)OCO3 (stereo unspecified)

# Reprinted at random: four records from the list
PglD inh | smiles
2 | COC(=O)C1CN(S(=O)(=O)c2ccc(C)cc2)CCN1S(=O)(=O)c1ccc(C)cc1 (stereo unspecified)
4 | CCOC(=O)N1CCN(Cc2cn3ccccc3n2)CC1
4 | O=C1N=C(N2CCC(Cc3ccccc3)CC2)S/C1=C/c1cn[nH]c1-c1ccccc1
3 | CC(=O)Nc1sc(NC(=O)c2ccc(Cl)cc2)nc1-c1cccs1

# Next section
PglD inh | smiles
2 | Cc1[nH]c2ccccc2c1C(=O)COC(=O)Cn1c(C(F)(F)F)nc2ccccc21
-1 | CC1(C)CC(=O)c2cnc(NCc3ccco3)nc2C1
5 | O=C(NC1CCCCCC1)C1c2ccccc2C(=O)N1CCCN1CCOCC1 (stereo unspecified)
-5 | O=C(CN1CCC(n2nnc3cc(F)ccc32)CC1)NC1CC1
-1 | CCc1cc2c(=O)n(-c3ccc(C)cc3)cnc2s1
2 | COc1ccc(C(=O)NC(=S)Nc2cccc(NC(=O)c3ccco3)c2)cc1[N+](=O)[O-]
-1 | CCN(C)c1ccc(/C=N\n2nnnc2N)cc1
3 | O=C(NCc1nc2ccccc2[nH]1)c1ccc(S(=O)(=O)N2CCOCC2)cc1
-4 | COc1ccccc1N1CCN(C(=O)COc2ccc(Cl)cc2)CC1
5 | CCN(CC)c1ncnc2scc(C3COc4ccccc4O3)c12 (stereo unspecified)
-3 | CCCCC1(C)NC(=O)N(CC(=O)Nc2ccc(S(=O)(=O)N3CCOCC3)cc2)C1=O (stereo unspecified)
0 | Cc1ccc(N(CC(O)Cn2c3ccccc3c3ccccc32)S(C)(=O)=O)c(C)c1 (stereo unspecified)
-1 | CC1CCc2c(C(=O)N3CCN(S(=O)(=O)c4cccs4)CC3)csc2C1 (stereo unspecified)
-3 | CN1CCN(CC(=O)N/N=C/c2ccc(F)c(F)c2)CC1
-9 | Clc1ccc(-n2nnnc2CN2CCOCC2)cc1Cl
2 | CC(=O)CS(=O)(=O)c1ccc(Oc2ccc(S(=O)(=O)CC(C)=O)cc2)cc1
-2 | CCOCC(=O)Nc1nnc(C)s1
7 | COc1ccccc1NC(=O)C1=C(C)Nc2nc(CCCO)nn2C1c1cccnc1 (stereo unspecified)
1 | CCn1c(SCC(=O)C(C)(C)C)nnc1-c1ccccc1OC
3 | CSc1nnc2c3c4c(sc3nc(-n3nc(C)cc3C)n12)COC(C)(C)C4

# Some of the entries above in another layout.
> CCOCC(=O)Nc1nnc(C)s1
- PglD inh: -2

> CCn1c(SCC(=O)C(C)(C)C)nnc1-c1ccccc1OC
- PglD inh: 1

# The list continues.
PglD inh | smiles
8 | O=C(c1ccccn1)N(CC1CCCO1)C1(C(=O)NC2CCCCC2)CCCCC1 (stereo unspecified)
2 | CCCC1=C(C(=O)OCC)C(c2ccc(O)cc2)n2ncnc2N1 (stereo unspecified)
2 | Cc1cc(=O)[nH]c(Nc2cccc(C(F)(F)F)c2)n1
-7 | CN1C(=O)CC(C(=O)O)SC1=Nc1cc(Cl)cc(Cl)c1 (stereo unspecified)
2 | O=C(NCc1ccccc1)c1ccc(Oc2ccc(C(=O)NCc3ccccc3)cc2)cc1
2 | CCN(CC(=O)NCc1ccc(F)cc1)Cc1nc2cc(Cl)ccc2c(=O)[nH]1
-4 | Cc1ccc2c(c1)N(CC(=O)NC1CCCc3ccccc31)C(=O)CO2 (stereo unspecified)
5 | CC(C)(C)c1nnc(NC(=O)c2cc(-c3ccccc3)nc3ccccc23)s1
3 | O=C(C[n+]1cc(-c2ccc(F)cc2)n2c1CCC2)Nc1nc(-c2ccccc2)cs1
2 | Cc1cccc(NC(=O)CCNS(=O)(=O)c2cccc3nsnc23)c1
9 | CN1c2ccsc2C(O)=C(C(=S)Nc2ccc(F)c(Cl)c2)S1(=O)=O
0 | CCOC(=O)N1CCN(S(=O)(=O)c2c(C)cc(C)cc2C)CC1
4 | Cc1cc(NCCCN2CCOCC2)n2c(nc3ccccc32)c1C#N
3 | CCCNC(=O)Nc1ccccc1C(=O)Nc1ccc(OC)cc1
-2 | CC(/C=C/C=C/c1ccccc1)=N/NC(=O)CNc1ccccc1C
6 | O=C(COC(=O)c1cc(-c2ccccc2Cl)nc2ccccc12)Nc1ncc(C(F)(F)F)cc1Cl
-7 | CCOC(=O)Cc1csc(NC(=O)CSc2nnc(C(C)C)n2C)n1
-2 | O=S(=O)(NCCNS(=O)(=O)c1cccs1)c1cccs1
2 | CCCCCn1c(=O)[nH]c2cc(C(=O)N3CCN(Cc4ccc5c(c4)OCO5)CC3)ccc2c1=O
-2 | COc1ccc(-c2nnc(SCc3ccccc3)n2N)cc1

# (further entries)
PglD inh | smiles
0 | CC(C)(C)C1CCc2c(sc(NC(=O)CSc3ncn[nH]3)c2C#N)C1 (stereo unspecified)
2 | Cc1ccc(NC(=O)Nc2ccccc2)c(Br)c1
-7 | CCOC(=O)C(C)Oc1nc(Oc2ccccc2)nc(N(C)C)n1 (stereo unspecified)
7 | O=c1/c(=C\c2ccc(O)cc2)sc2n1C(c1ccccc1)C(c1ccccc1)=NN=2 (stereo unspecified)
-2 | Nc1nnc(CSc2ccc(Cl)cc2)s1
-2 | COc1ccc(-c2nc(-c3ccccc3)c(-c3cc([N+](=O)[O-])ccc3C)[nH]2)cc1OC
-2 | CCCC(=O)c1cc(F)c(N2CCN(CCC#N)CC2)cc1C
-7 | CCOC(=O)c1sc(C)c2c(=O)n(CCc3ccccc3)nnc12
-2 | Cc1ccc(-c2sc(C)nc2CC(=O)O)cc1
-5 | O=C(NCC1CCCO1)C(c1cccs1)N(Cc1cccs1)C(=O)Cn1nnc(-c2cccs2)n1 (stereo unspecified)
7 | CCC(c1nnnn1CCOC)N1CCN(c2cccc(C(F)(F)F)c2)CC1 (stereo unspecified)
-4 | Cc1ccc(-n2c(C)nc3c(cnn3-c3ccccc3Cl)c2=O)cc1C
3 | O=C(NCCc1ccc2c(c1)OCCO2)c1cc(F)cc(F)c1
-4 | CCCCNC(=O)Nc1cc(C(=O)OC)ccc1Cl
-3 | Cc1n[nH]c(=S)n1/N=C/c1ccc(OCc2ccc(Cl)cc2Cl)cc1
-9 | C=CCNC(=O)C1=NOC(CNC(=O)c2c(-c3ccccc3Cl)noc2C)C1 (stereo unspecified)
-5 | Cc1c(NC2=C(Cl)C(=O)N(c3ccccc3Cl)C2=O)c(=O)n(-c2ccccc2)n1C
-6 | Cc1cc(C)c(C#N)c(N2CCOCC2)n1
1 | CCc1ccc(CNCCSc2nnnn2C)cc1
0 | C/C=C/c1ccc(OCCCNC)c(OC)c1

# Laid out differently: results already given.
COc1ccc(-c2nc(-c3ccccc3)c(-c3cc([N+](=O)[O-])ccc3C)[nH]2)cc1OC
- PglD inh = -2

CCCC(=O)c1cc(F)c(N2CCN(CCC#N)CC2)cc1C
- PglD inh = -2

CCOC(=O)c1sc(C)c2c(=O)n(CCc3ccccc3)nnc12
- PglD inh = -7

Cc1ccc(-c2sc(C)nc2CC(=O)O)cc1
- PglD inh = -2

# (further entries)
PglD inh | smiles
1 | Cc1ccc(SCCC(=O)Nc2ccccc2C(=O)N2CCOCC2)cc1
-1 | Cc1ccc(Cn2c(N3CCCCCC3)nc3c2c(=O)[nH]c(=O)n3C)cc1
-4 | O=C(COc1ccccc1)Nc1nc(-c2cccs2)cs1
1 | COC(=O)c1sccc1NC(=O)CSc1cc(Cl)ccc1Cl
3 | CCOc1ccc(C2=C/C(=C/c3cccnc3)C(=O)O2)cc1
5 | CC(C)NCCOCCOc1ccc(Cl)cc1Br
5 | C=CCn1c(=O)c(C(=O)Nc2ccccc2O)c(O)c2ccccc21
17 | O=C(NCc1cccnc1)NC1CCCN1S(=O)(=O)c1ccc(Cl)cc1 (stereo unspecified)
-5 | Cc1ccc(NCc2nnc(SCC(=O)Nc3cc(C)on3)n2C)cc1
7 | CCOC(=O)c1sc(NC(=O)c2c(OC)cccc2OC)nc1C
-5 | Nc1nc(OCC(F)(F)F)cc(Oc2ccccc2F)n1
1 | O=C(NCC1CCCO1)C1CCCN(c2ncccn2)C1 (stereo unspecified)
4 | C#CCn1c(=NC(=O)c2ccc(S(=O)(=O)N3CCc4ccccc4C3)cc2)sc2cc(S(N)(=O)=O)ccc21
0 | CCOC(=O)c1cnc2cc(C)nn2c1C
-3 | O=C(CN1CCN(S(=O)(=O)c2ccc(Br)cc2)CC1)N/N=C/c1cccnc1
4 | CCOc1ccc(NC(=O)c2ccc3snnc3c2)cc1
2 | Cc1ccc(CNS(=O)(=O)N(C)C)cc1
6 | O=c1c2c(ncn1CCO)nc1n2CCC1
9 | CC(C)NC(=O)c1cc2cc([N+](=O)[O-])ccc2s1
-9 | C/C(=N\NC(=O)CNC(=O)C(c1ccccc1)c1ccccc1)c1ccc(C(C)(C)C)cc1

# (more compounds)
PglD inh | smiles
9 | CCn1c(SCCN2CCCCC2)nnc1-c1ccc(S(=O)(=O)N2CCOCC2)cc1
1 | Cc1c(NC(=O)CN2C(=O)NC(C)(c3ccc4c(c3)OCCO4)C2=O)c(=O)n(-c2ccccc2)n1C (stereo unspecified)
3 | CCOc1ccc(OCC)c(-c2c(=O)n(OCc3ccccc3C(=O)OC)c3ccccc3[n+]2[O-])c1
-3 | O=C(CSc1nnc2c(n1)[nH]c1ccccc12)OCc1ccccc1
-6 | Cc1ccc(N=C2NC(=O)CS2)c(C)c1
9 | O=C1CC(c2ccccc2)Sc2nc(-c3ccccc3)c(-c3ccccc3)n21 (stereo unspecified)
0 | CC(=O)Nc1ccc(S(=O)(=O)NCCN2CCOCC2)cc1
0 | CCCCS(=O)(=O)/C=C\C1C2C=CC(C2)C1S(=O)(=O)CCCC (stereo unspecified)
-4 | CCSc1nc2ccccc2c(=O)n1OCC(=O)OC
4 | CCN1CCc2c(C#N)c(N3CCOCC3)nc(NCc3ccccc3)c2C1
-2 | CCOc1ccc(NC2=NCC(=O)N2CCc2ccccc2)cc1
0 | C=CCN(CC=C)C(=O)c1ccncc1
4 | O=C(Cc1ccc(Br)cc1)NCCc1ccc(Cl)cc1Cl
